Source: PubChem (Sanford-Burnham Center for Chemical Genomics)
NALP3 yeast inh = NALP3 inflammasome inhibitors in reconstituted yeast, primary screen, luminescence, uHTS | 330,000 tested, 0.39% active | AID 2825, 2010 | Yeast reconstituted NLRP3/ASC/caspase-1, beta-gal luminescence, 24 h | inhibition, % at 10 µM;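 active = inhibition of 50% or more; inactive = inhibition below 50%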;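 also: plate controls were induced DMSO wells for no effect and uninduced yeast grown without galactose for full effect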
APJ agonist = agonists of human apelin receptor APJ, primary screen, CHO-K1 cells, PathHunter beta-arrestin, luminescence; 0% DMSO wells, 100% apelin; AID 2520, 2010; activation, % at 20 µM; 330,000 tested, 0.11% active;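 active = activation more than six SD over the plate average, tested at 20 µM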;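 also: 0% = DMSO alone and 100% = apelin-13 at 10 nM; some results filed as inactive read as strong as hits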
Target sequence (P35414 whole entry, looked up): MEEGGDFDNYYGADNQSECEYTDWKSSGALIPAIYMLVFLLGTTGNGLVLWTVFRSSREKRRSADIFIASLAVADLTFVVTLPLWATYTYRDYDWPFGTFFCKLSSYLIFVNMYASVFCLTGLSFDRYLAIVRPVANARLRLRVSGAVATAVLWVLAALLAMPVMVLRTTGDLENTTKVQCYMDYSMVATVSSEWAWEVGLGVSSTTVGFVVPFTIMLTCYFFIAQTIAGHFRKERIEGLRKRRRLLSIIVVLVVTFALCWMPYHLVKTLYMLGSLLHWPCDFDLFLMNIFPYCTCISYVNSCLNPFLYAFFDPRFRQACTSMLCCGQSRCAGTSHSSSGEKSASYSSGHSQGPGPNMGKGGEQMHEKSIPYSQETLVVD
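Test system: CHO-K1 APJ beta-arrestin complementation cell line | Compound: Single test compound dose, 20 µM final, 1% DMSO | Incubation: Compound 90 min 25 °C, reagent 1 h | Measured by: beta-gal luminescence | Read-out basis: APJ–arrestin association signal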
GRIN3A LBD mod = binders of NR3A ligand-binding domain, primary screen, biophysical, differential scanning fluorimetry, uHTS; 340,000 tested, 2.5% active; AID 1259313, 2017; NR3A LBD differential scanning fluorimetry, Tm shift; 0% = protein alone, 100% = glycine-bound protein; Tm shift relative to glycine control, % at 25 µM; Glutamate receptor ionotropic, NMDA 3A (GRIN3A) ligand-binding domain;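 active = melting temperature shift of at least 10% of the positive control shift, at one fixed dose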
tim10-1 inh = growth inhibitors of tim10-1 mutant yeast, primary screen, luminescence, uHTS. 330,000 tested, 2.2% active. AID 463190, 2010. S. cerevisiae tim10-1 ts strain growth, BacTiter-Glo, 24 h. inhibition, % at 20 µM;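 active = inhibition of at least 40%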;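 also: mutant grown at 25 °C; 0% = DMSO wells with yeast and 100% = wells holding no yeast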
MIN6 prolif = inducers of MIN6 beta-cell proliferation, primary screen, ATP luminescence, uHTS; proliferation, % at 10 µM; 330,000 tested, 0.29% active; MIN6 cells proliferation, ATPlite luminescence, 48 h; cells starved in 0.2% serum; 100% = growth in 10% serum;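 active = compounds whose signal lies at least 3.5 SD above the mean of all wells on their plate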;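 also: 0% = DMSO-treated cells in low-serum medium and 100% = 10% serum control; some compounds called inactive have numbers as strong as hits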
TIM10 inh = growth inhibitors of isogenic TIM10 control yeast, primary screen, counter-screen for tim10-1 yeast inhibitor project, luminescence, uHTS; S. cerevisiae TIM10 strain growth, BacTiter-Glo luminescence, 24 h; inhibition, % at 10 µM; 330,000 tested, 1.4% active;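 active = inhibition of 40% or more at the single tested concentration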;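 also: wild-type TIM10 isogenic control strain grown at permissive 25 °C; 0% = DMSO yeast wells and 100% = minimal medium wells without yeast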
tim23-1 inh = growth inhibitors of tim23-1 mutant yeast, primary screen, luminescence, uHTS. inhibition, % at 20 µM. 330,000 tested, 1.3% active. S. cerevisiae tim23-1 growth, BacTiter-Glo luminescence, 24 h;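 active = growth inhibition of the mutant yeast at or above 50%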;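 also: temperature-sensitive mutant grown at 25 °C; plate controls were DMSO-treated mutant yeast for no effect and medium wells lacking yeast for full effect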
APJ antag = antagonists of human apelin receptor APJ, primary screen, CHO-K1 cells, beta-arrestin complementation, luminescence; P35414; AID 2521, 2010; 330,000 tested, 0.32% active; inhibition, % at 20 µM;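 active = inhibition above about 40% at 20 µM, limit read from the data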;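 also: cells challenged with 10 nM apelin-13 agonist together with compound; plate controls were apelin-13 plus DMSO wells for no effect and DMSO wells lacking apelin-13 for full effect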
MPTP inh = mitochondrial permeability transition pore inhibitors, primary screen, biochemical, isolated mouse mitochondria, absorbance. Ca2+ swelling absorbance, 30 min. inhibition, % at 10 µM. 360,000 tested, 1.4% active;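 active = inhibition of 50% or more, scaled per plate between neutral and stimulator controls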;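 also: 0% = DMSO wells given calcium and 100% = 1 mM EGTA wells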
Numbers without * were called inactive; nt = not tested or not shown. This is a random part of the collection; 7.2% or so of the library scored in one or more.

SMILES	NALP3 yeast inh	APJ agonist	GRIN3A LBD mod	tim10-1 inh	MIN6 prolif	TIM10 inh	tim23-1 inh	APJ antag	MPTP inh
NC(=O)CC(NC(=O)Cc1cccc2ccccc12)c1ccc(N2CCC(N3CCCC3)CC2)c([N+](=O)[O-])c1 (stereo not given)	0.2	-4.8	-2.2	5.6	-3.8	3.4	4.7	3.1	-0.7
COc1ccc(C(C)(C)C)cc1NC(=O)CCNC(=O)c1ccco1	24.5	-1.0	-0.1	4.3	0.6	10.3	13.5	6.7	-0.8
Cc1cccc(SCC(=O)Nc2ccc3c(c2)OCCO3)c1	35.8	-3.4	-2.3	6.6	3.0	1.1	24.5	-1.1	-0.7
O=C(COc1ccccc1C(=O)NCc1ccncc1)Nc1ccc(Br)cc1	0.8	-1.5	-5.8	4.1	-0.3	2.7	22.1	-14.8	-1.8
CC(C)Oc1ccc(N2CC(C(=O)Nc3ccccc3C(=O)NC3CC3)CC2=O)cc1 (stereo not given)	4.7	-1.8	2.6	7.3	2.5	-5.1	4.7	9.7	-0.8
[O-]/C(=C(\C(=S)Nc1cccc2ccccc12)[n+]1ccccc1)c1ccc(Cl)s1	22.0	6.3	-7.7	30.0	0.0	-8.3	33.9	-28.2	0.8
CCOC(=O)C1(CCCc2ccccc2)CCN(C(=O)CCOC)CC1	23.0	-2.9	-0.5	23.7	-1.6	-5.5	23.2	-32.3	-0.2
Cc1nc2ccc3nc(NC(=O)c4ccc5c(c4)OCCO5)sc3c2s1	12.1	1.6	-8.0	1.7	-1.9	26.0	28.7	8.2	0.8
Cc1cc(Cl)ccc1NNC(=O)c1cccs1	21.2	-0.7	-0.5	-30.2	-2.2	1.7	0.2	-0.4	3.6
CC1CCCCC1NC(=O)/C(C#N)=C/c1ccc2c(c1)OCCO2 (stereo not given)	24.5	-1.0	13.1*	49.8*	0.0	55.4*	62.8*	7.5	nt
CC(C)(C)n1nnnc1C(c1cccs1)N1CCN(Cc2ccc3c(c2)OCO3)CC1 (stereo not given)	-0.3	3.6	-1.8	4.4	0.8	-1.3	7.0	20.1	0.9
COc1ccc(NC(=O)c2ccccc2N(Cc2ccccc2)S(C)(=O)=O)cc1OC	11.2	1.0	-1.5	20.3	2.7	-3.5	14.2	-13.5	-0.9
Cc1ccc(S(=O)(=O)N2CC(=O)Nc3ccccc32)c(C)c1NS(C)(=O)=O	19.7	-4.4	-5.7	-1.9	-0.5	-0.2	-1.9	-18.0	0.5
O=C1CCCC(O)=C1N=Nc1ccc(Cl)c(Cl)c1	-0.3	-3.4	-0.8	28.2	-1.9	26.9	25.3	16.4	3.4
O=C(CC1C(=O)NCCN1Cc1cccc(F)c1)NCCCCCN1CCOCC1 (stereo not given)	12.0	2.0	3.8	-17.8	1.7	4.2	-12.4	9.1	0.4
CCOc1cccc(CNCc2cccnc2)c1OCc1ccccc1	9.2	-2.7	1.2	13.1	-1.6	4.7	8.8	4.0	8.4
CC(=O)Oc1ccccc1C(=O)NC(C)CCc1ccccc1 (stereo not given)	29.6	-5.1	1.1	-3.9	-2.1	3.9	17.9	3.5	0.2
Cc1onc(-c2c(F)cccc2Cl)c1C(=O)NCc1cccs1	15.0	-3.6	-1.8	15.7	0.2	-5.5	-2.7	16.0	-0.8
Cc1cc2occ(CC(=O)N(C)CC(=O)Nc3ccccc3C(F)(F)F)c2cc1C	24.4	-3.4	-1.7	4.1	-1.6	-11.0	27.7	10.5	0.4
O=C(C1CCCO1)N1CCN(C(=S)Nc2ccccc2F)CC1 (stereo not given)	12.1	-0.3	-0.5	8.0	0.0	0.9	-5.4	13.8	-2.2
CCN(CC(=O)NCc1cccs1)c1ccc(S(=O)(=O)N2CCN(C)CC2)cn1	17.1	-1.7	-0.7	1.8	2.1	-18.0	4.2	-7.0	0.9
COc1ccc(C(=O)NC(C)c2nnc(SCC(=O)NC3CCCC3)n2C)cc1 (stereo not given)	1.0	-0.5	-3.6	8.5	-2.1	-18.0	13.8	14.8	-1.0
COc1ccc(N=C2SCC(=O)N2CCc2ccc(OC)c(OC)c2)cc1	9.2	0.3	-0.4	-0.2	0.6	8.2	2.9	5.8	22.0
Cn1nccc1C(=O)Nc1sc2c(c1C(N)=O)CCCC2	28.3	-2.5	-0.9	32.1	2.5	15.9	29.3	15.2	-1.2
COc1cccc(CCNC(=O)C2CCC(=O)N(C3CC3)C2)c1OC (stereo not given)	-0.3	-1.1	0.1	-3.5	-1.9	1.3	-3.8	4.0	-0.7
CC(C)Nc1nc(NC(C)C)nc(NS(=O)(=O)c2ccc(N)cc2)n1	15.6	2.8	5.3	3.3	-2.1	-11.2	-5.7	3.7	-0.4
CCCCS(=O)(=O)N1CCCC(C(=O)N2CCOCC2)C1 (stereo not given)	16.1	-1.2	-1.4	-1.2	0.7	-13.7	8.3	-13.6	-0.2
Cc1cc(Br)cc(Cl)c1OCC(=O)NC(=O)NCc1ccccc1	1.9	-1.5	0.2	-5.3	1.8	-2.5	-0.4	4.3	2.8
COc1ccccc1N1CCN(/N=C/c2ccc(OC)c(OC)c2OC)CC1	12.7	-0.2	-0.7	17.3	3.3	4.0	18.1	-5.7	-0.7
O=C1CC(c2ccccc2)CC(O)=C1C=NCc1ccccc1Cl (stereo not given)	12.8	3.5	nt	3.0	-3.2	0.0	10.0	7.6	0.7
CN(C)c1ccnc(SCc2ccccc2Cl)c1C#N	25.0	0.0	1.1	37.7	0.2	30.0	40.5	-4.4	1.6
O=C(O)c1ccccc1N/C=C\[N+](=O)[O-]	1.0	1.3	1.0	9.8	-3.8	6.5	11.5	-11.7	-2.4
O=C(NC(=S)NCc1ccc2c(c1)OCO2)c1ccccc1	11.5	-2.9	4.0	45.1*	0.0	34.9	49.6	-7.4	-10.1
CCOC(=O)Nc1ccc2c(COC(=O)CNS(=O)(=O)c3cccc(Br)c3)cc(=O)oc2c1	-4.7	-1.7	26.1*	2.8	-3.8	-13.1	-7.4	6.1	2.6
COc1ccc(-c2noc(CCC(=O)N3CCN(c4ccc(Br)cc4)CC3)n2)cc1	nt	nt	-1.2	11.1	nt	-14.4	36.4	nt	6.1
CCCN(C(=O)COc1ccc(Cl)cc1Cl)c1c(N)n(Cc2ccccc2)c(=O)[nH]c1=O	11.8	-3.8	-0.9	-0.5	-2.6	3.8	5.1	12.6	0.9
NC(=O)CS(=O)(=O)c1nc2ccccc2n1Cc1ccccn1	6.9	-2.6	-0.4	2.0	-0.8	-16.2	17.4	0.6	1.0
Cc1oc(-c2ccccc2F)nc1CS(=O)CC(=O)NCc1cccs1 (stereo not given)	7.1	4.5	0.2	15.2	-3.4	0.1	22.4	10.8	-3.1
NS(=O)(=O)c1ccc(CCNC(=O)c2cc(=O)[nH]c3ccccc23)cc1	6.5	2.1	-1.7	-9.4	0.1	11.6	12.6	9.1	-1.9
COc1c(OC2OC(C(=O)O)C(O)C(O)C2O)cc(O)c2c(=O)cc(-c3ccccc3)oc12 (stereo not given)	1.7	-2.0	1.9	-25.0	2.0	-0.9	8.3	24.9	0.5

Record cards (already shown).
Listed for `CN(C)c1ccnc(SCc2ccccc2Cl)c1C#N` = NALP3 yeast inh = 25.0; APJ agonist = 0.0; GRIN3A LBD mod = 1.1; tim10-1 inh = 37.7; MIN6 prolif = 0.2; TIM10 inh = 30.0; tim23-1 inh = 40.5; APJ antag = -4.4; MPTP inh = 1.6
Listed for `NS(=O)(=O)c1ccc(CCNC(=O)c2cc(=O)[nH]c3ccccc23)cc1` = NALP3 yeast inh = 6.5; APJ agonist = 2.1; GRIN3A LBD mod = -1.7; tim10-1 inh = -9.4; MIN6 prolif = 0.1; TIM10 inh = 11.6; tim23-1 inh = 12.6; APJ antag = 9.1; MPTP inh = -1.9

Going on with the list:
SMILES	NALP3 yeast inh	APJ agonist	GRIN3A LBD mod	tim10-1 inh	MIN6 prolif	TIM10 inh	tim23-1 inh	APJ antag	MPTP inh
Clc1ccc(OCCCCSc2ncccn2)cc1	6.7	-2.1	2.2	7.0	-2.1	4.5	6.3	19.6	-0.3
Cc1ccc(C(=O)OCC(=O)NC2CCCC2)cc1C	35.1	-0.4	-0.7	-0.2	-2.5	-4.5	17.6	-8.8	-0.8
C=C(Cl)COC(=O)C1C2C=CC(C2)C1C(=O)O (stereo not given)	7.7	-2.6	-1.6	-6.7	3.1	-8.9	-4.8	-8.3	-4.8
O=C1CCN(C(=O)CSc2ccc(Cl)cc2)N1	-7.5	-4.1	-1.0	17.6	-1.3	-9.8	-10.7	3.0	0.3
COc1cccc(C(C)NC(=O)c2c(F)cccc2Cl)c1 (stereo not given)	12.0	-2.4	-2.4	11.5	1.4	8.8	10.1	2.6	-1.7
O=C(Nc1ccc(F)cc1)c1cccnc1Oc1ccccc1	-1.5	-3.4	-0.7	6.5	-1.3	18.4	27.5	17.8	-0.2
COc1ccc(CN2CCNC(=O)C2CC(=O)NCc2csc(C(C)C)n2)c(OC)c1 (stereo not given)	-7.8	-0.5	-0.9	30.1	-3.6	12.3	19.2	1.9	nt
C[C@]12c3[nH]c4ccc(Cl)cc4c3CCN1C(=O)[C@@H](CC(=O)NCc1ccco1)C[C@@H]2C(=O)N1CCOCC1	nt	nt	3.8	5.8	nt	-7.7	25.5	nt	0.8
CCOC(=O)C1[C@H]2C(=O)N(CCCOC)C[C@]23C=C[C@H]1O3 (stereo not given in full)	-2.9	0.2	0.3	-1.2	1.5	1.5	8.7	-4.3	-1.8
O=C(CSCC(=O)Nc1ccc2ccccc2c1)NCc1ccccc1	-16.8	-4.7	-6.5	22.4	3.3	33.4	12.2	8.5	2.0
CCc1ccc(S(=O)(=O)Nc2nnc(N)s2)cc1	12.8	-2.2	0.3	-1.7	-2.5	-5.4	4.3	14.5	-1.5
Cc1nnc2c(NC(C)C)nc3ccccc3n12	2.0	-1.3	-1.0	1.9	-1.2	2.2	13.8	9.5	-7.3
CC(=O)N/N=C\c1cccc(OC/C=C/c2ccccc2)c1	23.7	6.7	-2.1	13.4	-2.7	3.4	33.6	-46.0	0.2
CCc1cccc(C)c1NC(=O)CSc1nnc(Cc2csc(C)n2)o1	26.0	-0.8	-1.8	2.4	0.8	4.8	12.4	5.1	-1.4
COc1ccc(OCc2nc3ccc(S(=O)(=O)Nc4ccccc4Cl)cc3[nH]2)cc1	11.2	0.7	-5.2	21.1	0.0	31.8	21.3	-18.4	-0.2
Fc1ccc(Nc2cccc3nccnc23)cc1	13.0	-0.6	-1.1	17.2	0.0	-0.5	-61.3	-0.2	0.9
CC(C)(C)c1ccc(C(=O)Nc2cccc(S(=O)(=O)NC3=NCCC3)c2)cc1	-6.3	-3.6	-1.7	2.4	-7.5	7.8	5.1	10.5	1.0
Cc1ccc(NS(=O)(=O)c2cc(C(=O)NCc3ccccn3)ccc2Cl)cc1	3.0	2.2	2.1	1.7	-3.3	6.2	6.7	-5.9	1.2
O=C1N[C@@H](Cc2c[nH]c3ccccc23)COC(=O)[C@@H](Cc2ccc(F)cc2)CC/C=C/C[C@@H]1CC(=O)N(CCO)Cc1ccccc1	10.0	-0.5	-0.5	-12.1	-4.4	-0.1	-3.6	4.4	-3.6
CCOc1ccc(/C=N/NC(=O)c2nnn(-c3nonc3N)c2-c2cccs2)cc1	-7.4	3.7	12.7*	-11.1	-3.5	-15.4	-12.1	-13.4	-2.1
